Assay outcomes deposited in PubChem BioAssay by Sanford-Burnham Center for Chemical Genomics.
XBP1 UPR activ – adaptive UPR (XBP1) activation; 0.33% of 330,000 active; CHO-XBP1 luciferase reporter, IRE1-XBP1 UPR activation, luminescence; percent of tunicamycin response, DMSO as zero; activation, % at 20 µM; AID 463104;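 active = versus positive control, 20 µM dose yields 30% or more activation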;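 note: 100% = tunicamycin at 10 µg/mL and 0% = DMSO only wells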
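Material: CHO cell line with stable XBP1 luciferase reporter; buffer or medium: F12 medium containing 10% fetal bovine serum; compound: single point, 20 µM final compound, 1% DMSO; incubation: 6 h treatment, 37 °C; measured by: glow luminescence from Steady-Glo reagent; evaluation: activation, % of tunicamycin; control set: tunicamycin high, DMSO low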
Jurkat NFkB inh – inhibitors of the PMA/ionomycin-induced NF-kB reporter in Jurkat cells; PMA/ionomycin-induced NF-kB luciferase reporter, luminescence; inhibition, % at 4 µM; 0.53% of 330,000 active; AID 435003; in the data active = inhibition above about 50%
tim10-1 inh – growth inhibitors of tim10-1 mutant yeast; AID 463190; 2.2% of 330,000 active; S. cerevisiae tim10-1 ts strain growth, BacTiter-Glo, 24 h; inhibition, % at 20 µM;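 active = inhibition of at least 40%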;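 note: mutant grown at 25 °C; 0% = DMSO wells with yeast and 100% = wells holding no yeast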
tim23-1 inh – tim23-1 yeast growth inhibition | AID 463212 | 1.3% of 330,000 active | S. cerevisiae tim23-1 growth, BacTiter-Glo luminescence, 24 h | inhibition, % at 20 µM;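 active = growth inhibition of the mutant yeast at or above 50%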;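 note: temperature-sensitive mutant grown at 25 °C; plate controls were DMSO-treated mutant yeast for no effect and medium wells lacking yeast for full effect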
Mdm2-MdmX inh – disrupts the human Mdm2-MdmX interaction; SaOS-2 split-luciferase Mdm2/MdmX complementation, luminescence; 3% of 330,000 active; O15151+Q00987; inhibition, % at 8 µM;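 active = inhibition of at least 50% at 8 µM in the primary screen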
Target sequence (O15151 whole entry, looked up): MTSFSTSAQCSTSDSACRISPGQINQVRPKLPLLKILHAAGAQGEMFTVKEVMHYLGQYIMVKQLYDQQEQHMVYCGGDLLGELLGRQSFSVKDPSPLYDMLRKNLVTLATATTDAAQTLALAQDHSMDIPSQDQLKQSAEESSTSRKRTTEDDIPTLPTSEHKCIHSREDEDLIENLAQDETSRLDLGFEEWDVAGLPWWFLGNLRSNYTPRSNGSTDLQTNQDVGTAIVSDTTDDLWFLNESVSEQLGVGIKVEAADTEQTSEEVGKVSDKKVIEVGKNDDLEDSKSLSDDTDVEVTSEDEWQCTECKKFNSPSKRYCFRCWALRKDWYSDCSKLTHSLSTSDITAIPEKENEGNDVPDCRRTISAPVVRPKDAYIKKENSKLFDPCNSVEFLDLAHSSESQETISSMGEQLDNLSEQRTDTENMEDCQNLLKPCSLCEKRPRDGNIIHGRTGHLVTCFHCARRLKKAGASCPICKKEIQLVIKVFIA
Target sequence (Q00987 whole entry, looked up): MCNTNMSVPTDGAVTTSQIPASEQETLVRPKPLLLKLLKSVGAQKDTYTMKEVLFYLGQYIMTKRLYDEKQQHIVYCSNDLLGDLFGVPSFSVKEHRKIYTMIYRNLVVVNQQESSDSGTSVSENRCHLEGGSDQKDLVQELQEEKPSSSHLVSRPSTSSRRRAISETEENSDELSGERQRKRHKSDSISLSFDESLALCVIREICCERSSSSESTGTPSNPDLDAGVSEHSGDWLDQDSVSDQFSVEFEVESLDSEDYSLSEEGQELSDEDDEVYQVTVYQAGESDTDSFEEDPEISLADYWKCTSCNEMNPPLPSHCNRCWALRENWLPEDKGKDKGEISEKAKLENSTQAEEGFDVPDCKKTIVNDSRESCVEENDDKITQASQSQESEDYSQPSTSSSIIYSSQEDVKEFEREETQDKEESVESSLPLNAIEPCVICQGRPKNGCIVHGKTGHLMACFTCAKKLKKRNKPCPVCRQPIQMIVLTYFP
CHOP UPR activ – activators of apoptotic arm of unfolded protein response (CHOP). 0.34% of 330,000 active. AID 449763. activation, % at 10 µM. CHO-CHOP luciferase reporter, UPR activation, luminescence; percent of tunicamycin response over DMSO baseline;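 active = at 10 µM dose, activation of 40% or more, normalized to positive control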;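 note: 100% = tunicamycin at 10 µg/mL and 0% = DMSO alone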
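Dosing – one dose, 10 µM in 0.5% DMSO · System – CHO-CHOP cells, stable luciferase reporter of PERK-eIF2a-CHOP signalling · Input – 500 cells/well · Control set – tunicamycin 10 µg/mL final as positive, DMSO-only wells as negative · Timing – 6 h compound treatment, 37 °C · Measure – % activation vs tunicamycin · Technique – luminescence read with Steady-Glo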
TIM10 inh – growth inhibitors of TIM10 yeast strain | S. cerevisiae TIM10 strain growth, BacTiter-Glo luminescence, 24 h | inhibition, % at 10 µM | 1.4% of 330,000 active | AID 463195;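 active = inhibition of 40% or more at the single tested concentration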;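 note: wild-type TIM10 isogenic control strain grown at permissive 25 °C; 0% = DMSO yeast wells and 100% = minimal medium wells without yeast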
697 NFkB inh – lowers PMA/ionomycin-induced NF-kB signal in 697 B cells | 697 B-cell NF-kB luciferase reporter, 16 h | inhibition, % at 4 µM | 0.33% of 330,000 active; in the data active = inhibition above about 35%
Numbers without * were called inactive.

SMILES | XBP1 UPR activ | Jurkat NFkB inh | tim10-1 inh | tim23-1 inh | Mdm2-MdmX inh | CHOP UPR activ | TIM10 inh | 697 NFkB inh
O=C(N/N=C/c1cc([N+](=O)[O-])ccc1O)C1C2CCCCC21 (stereo unspecified) | 0.2 | 6.6 | 36.6 | 6.3 | 4.3 | 1.5 | 37.3 | -4.7
N#CCSc1nc2sccc2c(=O)n1-c1ccccc1 | 11.7 | -26.3 | 13.2 | 9.7 | -17.2 | 0.7 | -7.2 | -11.6
COc1ccc2nc(/N=C/c3c(C)[nH]n(-c4ccc(C)cc4C)c3=O)sc2c1 | 1.2 | -6.8 | 7.5 | 10.5 | 17.0 | 2.0 | -16.5 | -31.8
CC1CCN(C(=O)CSc2nnc(CNC(=O)COc3ccc(Cl)cc3)o2)CC1 | -2.1 | -4.7 | 28.6 | 20.6 | 0.5 | -1.2 | 24.5 | -24.0
Cc1cc(OC(=O)c2cc(F)c(F)cc2Cl)nc(C)n1 | -1.3 | -6.5 | 7.0 | -9.8 | 7.5 | -1.3 | -13.9 | 1.7
CN(C)C(=O)c1sccc1Oc1ccc(F)cc1[N+](=O)[O-] | -0.8 | -6.8 | 3.4 | -2.8 | 20.8 | -1.1 | 9.9 | 0.2
Cc1ccc(S(=O)(=O)N2CCN(C(=O)c3ccccc3)C2)cc1[N+](=O)[O-] | 1.4 | -10.4 | 16.0 | 10.0 | 2.4 | -2.2 | -5.2 | 6.8
CC(c1ccccc1)n1cc(C(=O)NCc2cccnc2)nn1 (stereo unspecified) | -0.4 | 8.9 | 0.4 | 3.3 | -4.9 | -1.3 | 51.3* | -14.2
Cc1cccc(Cl)c1OCCCN1CCOCC1 | -3.7 | 12.2 | -3.6 | 8.1 | 22.4 | 0.4 | -15.0 | 10.0
C=C(C)C1CC=C(C)/C(=N/NC(=O)CNc2ccc(OCC)cc2)C1 (stereo unspecified) | 1.8 | -12.8 | 42.3* | 28.3 | 13.0 | 0.8 | 4.1 | 3.8
Clc1ccccc1Cc1noc(CN2CCN(Cc3ccccn3)CC2)n1 | -1.8 | 8.9 | 10.5 | -11.7 | -14.0 | 0.0 | 6.2 | 17.3
CC1=CN2C(=NC(=O)CC2(C)C(=O)N(CC(=O)NC2CCCC2)c2cc(C)cc(C)c2)C=C1 (stereo unspecified) | -4.7 | 4.1 | -5.5 | 0.0 | -12.6 | -0.9 | -0.8 | 16.2
COc1cccc(C(=O)Oc2ccc(N3C(=O)CCC3=O)c(C)c2)c1 | 0.3 | 2.2 | 7.2 | 14.3 | 8.3 | -1.7 | 3.2 | 12.4
CC(C)(C)OC(=O)N1CCC(c2c(C(=O)NC3CC3)cnn2-c2ccc(Cl)cc2)CC1 | -4.5 | -5.3 | 26.4 | 17.7 | 3.4 | 2.1 | 17.7 | 9.2
CCCCCNC(=O)c1ccc2c(=O)n(CCCN3CCCC3=O)c(=S)[nH]c2c1 | -2.2 | -6.9 | 1.9 | 17.2 | 12.2 | -0.2 | 11.9 | 4.3
Nc1c(C(=O)N/N=C/c2cccnc2)oc2nc(-c3ccco3)cc(-c3ccco3)c12 | 0.8 | -1.1 | -15.8 | 7.6 | 1.1 | 0.1 | 8.4 | -14.2
c1ccc(Cn2nnnc2C(c2cccnc2)N2CCN(C3CCCCC3)CC2)cc1 (stereo unspecified) | 1.4 | 25.9 | -10.6 | 4.7 | -1.8 | -0.8 | 2.8 | 1.1
COc1ccc(OC)c(-c2csc(-c3cccs3)n2)c1 | 1.5 | -27.1 | 24.5 | 18.5 | -4.6 | 1.2 | -0.2 | -22.1
CCNc1ccc(C(=O)O)cc1N | -1.6 | 3.3 | 1.4 | 4.7 | -4.0 | 1.4 | 7.9 | -4.9
CCOCCCNC(=S)Nc1cc(C)cc(C)c1 | 0.4 | 9.7 | 8.6 | 12.8 | -23.7 | 0.9 | -1.5 | 2.0
COc1ccc(C(=O)/C=C(/C)N(C)C)cc1 | 2.4 | -2.0 | 5.4 | 8.2 | 6.7 | 2.1 | -0.6 | 2.8
O=C(O)c1ccccc1S(=O)(=O)NCC(O)COC1CCCCC1 (stereo unspecified) | -1.6 | -3.3 | 6.5 | -7.9 | 12.8 | -1.5 | -4.8 | 1.9
CC1CCCC(N2CCN(C(=O)c3ccc([N+](=O)[O-])cc3)CC2)C1 (stereo unspecified) | -4.4 | -3.2 | -6.4 | -5.4 | -35.4 | 0.1 | 3.6 | 3.4
NC(=O)C1CCN(c2nc(-c3ccc4ccccc4c3)cs2)CC1 | -1.7 | -4.2 | 3.1 | -0.4 | -0.3 | 3.5 | -7.3 | 16.8
C/C(=N\NC(=O)COc1cc(C)cc(C)c1)c1ccc(N2CCOCC2)cc1 | -0.3 | -10.0 | 15.3 | 16.5 | 6.8 | -2.6 | 20.6 | -0.4

Sorted by value in Mdm2-MdmX inh (ascending): 3 of the compounds above.
| Structure | Mdm2-MdmX inh |
| --- | --- |
| CC1=CN2C(=NC(=O)CC2(C)C(=O)N(CC(=O)NC2CCCC2)c2cc(C)cc(C)c2)C=C1 (stereo unspecified) | -12.6 |
| Cc1ccc(S(=O)(=O)N2CCN(C(=O)c3ccccc3)C2)cc1[N+](=O)[O-] | 2.4 |
| CN(C)C(=O)c1sccc1Oc1ccc(F)cc1[N+](=O)[O-] | 20.8 |

(list continues)
SMILES | XBP1 UPR activ | Jurkat NFkB inh | tim10-1 inh | tim23-1 inh | Mdm2-MdmX inh | CHOP UPR activ | TIM10 inh | 697 NFkB inh
C=C(C)CNC(=S)N/N=C/c1ccccc1OCC(=O)O | -2.3 | 17.0 | 1.6 | 12.5 | 6.8 | 0.4 | 3.5 | 7.5
COc1ccc(CN2CCC(C(=O)c3ccc(F)cc3)CC2)cc1 | -2.5 | 5.6 | -16.5 | 3.8 | 8.8 | 2.8 | -19.2 | -4.0
O=C(c1cc([N+](=O)[O-])ccc1N1CCOCC1)N1CCN(c2ccccc2)CC1 | 15.6 | 73.7* | 6.5 | 3.5 | 57.9* | 0.0 | -1.3 | -53.6
Cc1ccc(N(CC(N)=O)C2SC(=O)NC2=O)cc1 (stereo unspecified) | -1.3 | 5.2 | 5.9 | 5.2 | -14.7 | -0.4 | -12.7 | 10.6
O=[N+]([O-])c1ccccc1-c1ccc(CN2CCN(c3ccccc3)CC2)o1 | -2.5 | -0.3 | 22.0 | 11.5 | 4.0 | -0.1 | 6.4 | -2.8
Oc1ccc(N=Nc2ccc(Br)cc2)c(O)c1 | 12.4 | -3.6 | 37.2 | 68.4* | 82.4* | 2.3 | 47.7* | -147.2
Cc1cc(C)cc(OCC(=O)Nc2nc3ccc([N+](=O)[O-])cc3s2)c1 | 0.6 | 14.9 | -15.9 | 5.5 | 3.3 | -3.4 | -4.2 | 4.6
COc1ccccc1Nc1nc2c(C)cccc2cc1C#N | 0.3 | -0.3 | 12.5 | -22.1 | 29.9 | 0.6 | -19.2 | -2.3
O=C1CC/C=C\C[C@@H](CC(=O)N(CCO)Cc2ccccc2)C(=O)N2CCC[C@H]2CO1 | 1.1 | -10.8 | 4.8 | 5.8 | -0.6 | -0.8 | 0.8 | -6.1
O=C(NCCCO)c1ccc(CSc2nc3ccccc3c(=O)[nH]2)cc1 | 0.1 | -13.6 | 4.3 | 14.9 | 10.7 | 0.5 | -7.2 | -27.4
COc1cc(C(=O)Nn2c(O)c(C3=c4ccccc4=NC3=O)sc2=S)ccc1O | 2.8 | 4.2 | 9.8 | 10.5 | -11.4 | -0.2 | 11.9 | 19.6
Cc1ccc(NS(=O)(=O)c2ccc(NC(=O)c3ccccc3C(=O)O)cc2)cc1C | 3.2 | 13.4 | -19.1 | 4.7 | 11.2 | -0.8 | -7.8 | 5.4
COc1ccc(/C=C/c2ccncc2)cc1 | -0.4 | -25.0 | 13.4 | 26.5 | -36.3 | 1.6 | 10.9 | -70.5
CC(=O)c1cccc(NC(=O)CSc2nnc(C(C)N(C)C)n2Cc2ccccc2)c1 (stereo unspecified) | -3.7 | -8.5 | -13.9 | 3.9 | -3.0 | -0.3 | 9.2 | -1.6
OC[C@H]1O[C@H](OC[C@H]2O[C@H](OC[C@H]3O[C@H](O[C@]4(CO)O[C@H](CO)[C@@H](O)[C@@H]4O)[C@H](O)[C@@H](O)[C@@H]3O)[C@H](O)[C@@H](O)[C@H]2O)[C@H](O)[C@@H](O)[C@H]1O | -8.9 | -7.6 | -4.3 | 15.5 | -7.5 | 4.7 | 3.5 | -1.6
CCN1C(C)=C(C)S/C1=C1\SC(=S)N(C2CCCCC2)C1=O | -0.4 | -1.9 | 19.0 | 5.4 | -9.5 | -0.7 | 4.1 | -12.3
O=C(COC(=O)CC1c2ccccc2CCN1S(=O)(=O)c1ccccc1)Nc1ccccc1 (stereo unspecified) | 0.1 | -1.1 | 38.0 | 26.1 | -23.7 | 0.3 | 12.4 | -0.9
CC(=O)N1C(=O)NC2=C(C(=O)CCC2)C1c1cccc([N+](=O)[O-])c1 (stereo unspecified) | 3.2 | -4.6 | 10.9 | 11.1 | 2.9 | -2.4 | 2.3 | -2.3
Cc1cc(C)n(C(=O)C2CCCN2S(=O)(=O)c2ccc(Cl)cc2)n1 (stereo unspecified) | -1.0 | -4.4 | 10.0 | 16.7 | 1.0 | 3.8 | 7.1 | 20.7
Cc1nc(Cl)cc(CS(=O)(=O)c2ccc(Cl)cc2)n1 | -1.3 | -5.8 | -2.6 | 4.5 | -4.8 | 1.6 | 9.9 | 12.1
COc1ccc(C2C(Oc3ccccc3C)C(=O)N2Cc2ccc(F)cc2)cc1OC (stereo unspecified) | -0.6 | -13.0 | 35.4 | 28.8 | -20.9 | 0.1 | 13.1 | -27.3
CC(NC(=O)COC(=O)CCc1ccc(S(=O)(=O)N2CCOCC2)cc1)C1CC2CCC1C2 (stereo unspecified) | 0.1 | -7.1 | 17.2 | 5.3 | -26.9 | 0.8 | 14.6 | -4.2
Cc1ccc(CN2C(=O)CCSc3ccc(Cl)cc32)cc1 | -2.1 | 4.5 | 32.2 | 18.9 | -3.2 | -2.0 | 13.6 | -30.1
CCOC(=O)C1CCCN(c2c(N3CCOCC3)c(=O)c2=O)C1 (stereo unspecified) | -0.7 | 0.2 | 4.6 | 9.6 | -6.7 | 5.0 | 12.0 | -6.5
CCN(CC(=O)Nc1c(F)cccc1F)C(=O)Cc1ccccc1 | 2.7 | 12.5 | 7.1 | 48.6 | -17.0 | -0.1 | 0.0 | 15.0
Cc1cc(C(F)(F)F)nc(SCC(=O)Nc2ccccc2)n1 | -2.2 | 13.7 | 16.9 | 12.3 | 20.9 | -3.6 | 5.8 | 21.9
CN(Cc1c(F)cccc1Cl)C(=O)c1cccc(S(=O)(=O)NCc2ccccc2)c1 | -2.2 | 0.2 | 5.0 | 14.5 | 17.1 | 0.3 | -1.5 | 6.2
COc1ccc(S(=O)(=O)N2CCCCC2)cc1NC(=O)Cc1c[nH]c2ccccc12 | -0.9 | 1.2 | 0.7 | 2.4 | -20.5 | 1.6 | 10.9 | 11.8
CCOC(=O)C(O)(CC(=O)Nc1ccc(Cl)cc1Cl)C(F)(F)F (stereo unspecified) | 0.9 | 10.6 | 13.7 | -7.6 | 4.8 | 2.3 | 2.9 | 2.8

Single records, from the list above.
OC[C@H]1O[C@H](OC[C@H]2O[C@H](OC[C@H]3O[C@H](O[C@]4(CO)O[C@H](CO)[C@@H](O)[C@@H]4O)[C@H](O)[C@@H](O)[C@@H]3O)[C@H](O)[C@@H](O)[C@H]2O)[C@H](O)[C@@H](O)[C@H]1O as listed: XBP1 UPR activ: -8.9; Jurkat NFkB inh: -7.6; tim10-1 inh: -4.3; tim23-1 inh: 15.5; Mdm2-MdmX inh: -7.5; CHOP UPR activ: 4.7; TIM10 inh: 3.5; 697 NFkB inh: -1.6
COc1ccccc1Nc1nc2c(C)cccc2cc1C#N as listed: XBP1 UPR activ: 0.3; Jurkat NFkB inh: -0.3; tim10-1 inh: 12.5; tim23-1 inh: -22.1; Mdm2-MdmX inh: 29.9; CHOP UPR activ: 0.6; TIM10 inh: -19.2; 697 NFkB inh: -2.3
